HEK293 tox: cytotoxic in the GLP-1 receptor inverse agonist counter-screen. HEK293 cAMP-luciferase reporter cells, luminescence, 24 h. Potency, µM (highest dose often 38.3 µM), inactives show at the top dose activity change, negative = inhibition, most hits filed as inhibitors. 410,000 compounds, 0.13% hits. AID 624418;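 also: loss of luciferase light is scored as toxicity; potency is read from the fitted curve at half-maximal effect; % is scaled to controls: 0 for no effect and ±100 for the full control effect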
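Luminescence readout: signal drop marks cytotoxicity. Plated cells grew 12 h at 37 °C, 5% CO2, received 23 nL compound for 24 h, then got luciferase reagent, read after 12 min at RT.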
HT1080 IDH1KD tx: kills HT-1080 cells with IDH1 knockdown. HT-1080 IDH1 knockdown viability, ATP luminescence, 48 h. Potency, µM (doses to about 46.1 µM), without a hit: at the highest dose activity, negative = toxicity, hits mostly cytotoxic. 360,000 compounds, 2% hits. AID 686971;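 also: potency is read from the fitted curve at half-maximal effect; 0% = DMSO wells and -100% = cell-free medium wells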
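Cytotoxicity counter-line: IDH1KD HT-1080, 48 h, CellTiter-Glo. Curves classed by r2, magnitude and activity.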
DRD3 agonist: D3 dopamine receptor (human) agonism | P35462 | D3R DiscoveRx beta-arrestin cells, luminescence, 90 min | max activation, % | 410,000 compounds, 0.58% hits; in the data active = max activation above about 30%; also: 0% is about no effect; mostly tested at two doses, the higher about 12 µM
Target sequence (P35462 whole entry, looked up): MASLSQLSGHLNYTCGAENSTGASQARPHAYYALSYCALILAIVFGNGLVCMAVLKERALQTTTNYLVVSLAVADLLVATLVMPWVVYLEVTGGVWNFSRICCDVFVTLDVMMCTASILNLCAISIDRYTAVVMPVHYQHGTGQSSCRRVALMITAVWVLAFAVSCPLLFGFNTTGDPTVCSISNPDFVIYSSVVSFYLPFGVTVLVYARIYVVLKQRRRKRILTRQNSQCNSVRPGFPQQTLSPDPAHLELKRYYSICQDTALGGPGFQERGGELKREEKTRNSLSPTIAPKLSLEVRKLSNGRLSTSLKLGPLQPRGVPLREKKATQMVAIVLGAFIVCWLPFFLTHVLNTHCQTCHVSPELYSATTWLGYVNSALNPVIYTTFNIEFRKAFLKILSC
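Agonist mode: compounds and dopamine controls were applied to plated cells for 90 min at 37 degrees C after an overnight attachment at 1500 cells/well. Luminescent read-out followed 30 - 60 minutes at room temperature with DiscoveRx detection reagent.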
HT1080-NT tox: kills 2HG-producing HT-1080-NT fibrosarcoma cells; Potency, µM (highest dose often 46.1 µM), inactives show at the top dose activity, negative = less viability, hits mostly cytotoxic; 360,000 compounds, 1.6% hits; AID 686970; HT-1080-NT fibrosarcoma viability, CellTiter-Glo ATP luminescence, 48 h;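 also: NT is the 2HG producing partner of a matched IDH1 knockdown line; potency is read from the fitted curve at half-maximal effect; 0% = DMSO-treated cells and -100% = media-only wells without cells; nearly all actives have a fitted effect of over 55% in size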
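Luminescent CellTiter-Glo readout after 48 hours of compound exposure at 37 degrees C defined viability of HT-1080-NT cells. Activity was normalized to DMSO wells and cell-free media wells; concentration-response curves were fitted and assigned curve classes.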
KB-3-1 cytotox: KB-3-1 parental cell cytotoxicity | KB-3-1 viability, CellTiter-Glo ATP luminescence, 72 h | Potency, µM (top dose mostly 46.1 µM), without a hit: at the highest dose activity change, negative = cytotoxic, most hits filed as cytotoxic | 400,000 compounds, 1.4% hits | AID 1347075; also: potency is read from the fitted curve at half-maximal effect; % is scaled to controls: 0 for no effect and ±100 for the full control effect; nearly all actives have a fitted effect of over 60% in size
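Using CellTiter-Glo luminescence, growth of non-resistant KB-3-1 adenocarcinoma cells is assessed 72 h after pin-tool compound addition at 37 °C. Normalized responses across the concentration series yield fitted curves.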
SW480 rerep: inducers of DNA re-replication in SW480 colon cancer cells | SW480 DNA re-replication, Hoechst DNA content imaging, 48 h | Potency, µM (top dose mostly 46.1 µM), for the others: at the highest dose re-replication activation, hits mostly activators | 340,000 compounds, 1.8% hits | AID 624297; also: potency is read from the fitted curve at half-maximal effect; % of control where 0% means no effect; nearly all actives have a fitted effect of over 55% in size
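Per well, 250 cells were exposed to pinned compound for 48 hr. Nuclear DNA was visualised with Hoechst (40 min, 37 C) and total object intensity recorded by fluorescence scanning.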
IL1B secr inh: blocks inflammasome-driven IL-1 beta release; activity change, % at 57.5 µM; THP-1 LPS/ATP IL-1B secretion, AlphaLISA, 16 h; hits give low values; 360,000 compounds, 4.7% hits; AID 743279; in the data active = activity change below about -50%; inconclusive = mostly about -30% to -49%; also: % is scaled to controls: 0 for no effect and ±100 for the full control effect
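Secreted IL-1B measured by AlphaLISA bead assay after 16 h compound exposure of THP-1 cells; compounds (final up to 57.5 uM) added 1 h before LPS (250 ng/mL) and ATP (1.25 mM) stimulation; lower signal means less secretion.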
KB-V1 cytotox: kills drug-selected multidrug resistant KB-V1 cells. AID 1347076. 400,000 compounds, 3.4% hits. Potency, µM (highest dose often 46.1 µM), without a hit: at the highest dose activity change, negative = cytotoxicity, actives largely listed as cytotoxic. KB-V1 MDR cells viability, CellTiter-Glo, 72 h; also: potency is read from the fitted curve at half-maximal effect; % is scaled to controls: 0 for no effect and ±100 for the full control effect; nearly all actives have a fitted effect of over 60% in size
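Drug-selected KB-V1 cells, grown in DMEM lacking phenol red with 10% FBS, receive compound titrations; after three days at 37 degrees C, surviving cell ATP is quantified by CellTiter-Glo luminescence and responses normalized and curve-fitted.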
MCF10A rereplic: inducers of DNA re-replication in MCF 10A breast cells. MCF 10A DNA re-replication, Hoechst nuclear intensity, 48 h. AID 624296. 350,000 compounds, 2.9% hits. Potency, µM (series often up to 46.1 µM), without a hit: top-dose activity, positive = re-replication, actives largely listed as activators; also: potency is read from the fitted curve at half-maximal effect; % of control where 0% means no effect; nearly all actives have a fitted effect of over 50% in size
Starred values were filed as active, the others as inactive; i = inactive; ? = inconclusive; / = no result given; & = joins results of further samples; [ ] = another dose, or the depositor's remark. Unless noted, calls follow the shape of the dose curve; as a rule, active = well fitted curve in the direction sought with a large enough effect; inconclusive = small, poorly fitted or top-dose-only effect, or another doubt; inactive = no such curve, though single readings can be large; an effect the other way counts as inactive or inconclusive.

SMILES	KB-3-1 cytotox	IL1B secr inh	HT1080 IDH1KD tx	MCF10A rereplic	HT1080-NT tox	SW480 rerep	HEK293 tox	DRD3 agonist	KB-V1 cytotox
OCC1(Cc2ccccc2C(F)(F)F)CCN(Cc2cccc3cnccc23)CC1	-13%	-72*	?	?	?	?	-1%	-15	10%
O=C(CCS(=O)(=O)CCN1CCOCC1)NCNC(=O)CCS(=O)(=O)CCN1CCOCC1	18%	0	6%	3%	17%	1%	-4%	2	15%
Cc1ccc(-n2ncc3c(NCCCn4ccnc4)ncnc32)c(C)c1	-3%	20	0%	-14%	-12%	-9%	-14%	3	1%
Cc1ccccc1OCC(=O)NNC(=O)CSc1nc(N)cc(N)n1	24%	15	26%	16%	-1%	?	-4%	-2	3%
Cc1ccccc1CS(=O)(=O)Cc1ccc(C(=O)NCc2cccnc2)o1	3%	20	-1%	-2%	7%	1%	2%	6	0%
CCOC(=O)c1c(NC(=O)CC2SC(N)=NC2=O)sc(C)c1C (stereo not given)	0%	-7	-6%	18%	1%	0%	0%	-12	-16%
C#CCNC(=O)c1ccc2sc([C@@H]3O[C@H](CO)[C@H](O)[C@H](O)[C@H]3O)nc2c1	11%	2	26%	/	24%	/	-3%	6	0%
COc1cccc(-n2c(Cc3cc(=O)[nH]c(=O)[nH]3)nnc2SCc2cccc(C(F)(F)F)c2)c1	-1%	-1	7%	0%	3%	-174%[inhibitor]	3%	1	6%
CCn1cc(C(=O)NCCCN(C)C)c(=O)c2cc(F)c(N3CCN(C)CC3)cc21	?	10	4%	0%	3%	-8%	?	-2	17%
CCOC(=O)c1cnc2c(-c3ccc(F)cc3)cnn2c1C(F)(F)F	3%	-16	-1%	3%	-4%	-5%	10%	-1	13%
O=C1c2ccccc2-c2c1cccc2C(=O)N1CCN(C(=O)c2ccco2)CC1	19%	7	5%	-1%	8%	0%	0%	9	?
O=C(Nc1cccc(C(F)(F)F)c1)C1CC(=O)N(Cc2ccco2)C1 (stereo not given)	-1%	14	15%	/	14%	/	-1%	2	?
CC(=O)NCCCC(=O)NN1C(=S)N(Cc2ccccc2)C(=O)C1CC(=O)Nc1cccc(C)c1 (stereo not given)	-1%	21	-8%	-5%	-20%	-4%	1%	4	0%
CCc1ccccc1N(CC)C(=O)c1cn(CC)c(=O)c2cc(OC)c(OC)cc12	20%	-8	-13%	-1%	-2%	1%	-19%	-2	-4%
O=C(CNC1CCCCC1)NCC1(c2ccccc2)CCCC1	9%	-23	1%	?	-14%	23%	0%	-9	0%
CCN(CC(=O)Nc1ccc2c(c1)OCCO2)C(=O)c1cccc(OCC(C)C)c1	-2%	i	?	13%	1%	?	-2%	3	?
CCC(C)[C@@H](N)C(=O)N/N=C/c1cccc2nccnc12 (stereo not given in full)	8%	10	0%	-3%	1%	2%	-3%	10	0%
CC1(C(=O)NS(=O)(=O)c2ccccc2Cl)CCN1C(=O)C/C=C/c1ccccc1 (stereo not given)	0%	1	-1%	/	14%	/	2%	3	5%
CCc1ccc(-c2nn(CC(=O)NC3CCCCC3)c3c2cnc2ccc(F)cc23)cc1	-6%	/	/	/	/	/	20%	-13	23%
O=C(Cn1ncc2c3ccccc3n(Cc3ccc(F)cc3)c2c1=O)NCCC1=CCCCC1	10%	/	/	/	/	/	-10%	1	0%
CCC(=O)NC(c1ccccc1OC)c1ccc2cccnc2c1O (stereo not given)	10µM*	95	0.5µM*	7%	0.79µM*	2%	?	2	?
O=C(COc1ccccc1)Nc1ccc(F)cc1	-1%	-17	21%	1%	0%	0%	-3%	-2	-3%
COc1ccccc1N(C)S(=O)(=O)c1ccc(C(=O)OCC(=O)N2CCCCCC2)cc1	-2%	42	19%	-44%[inhibitor]	15%	-90%[inhibitor]	-4%	0	4%
CCCCc1ncc(CN2CCC(n3nccc3NC(=O)c3ccccc3Cl)CC2)[nH]1	/	-10	-7%	?	-1%	-2%	-2%	-5	/
CCCCNC(=O)C(NS(=O)(=O)c1cccc2nsnc12)c1ccccc1 (stereo not given)	-2%	-3	10%	0%	20%	0%	-2%	1	8%
CC1Cc2ccccc2N1c1nc(C2CC2)nc2c1nnn2Cc1ccccc1 (stereo not given)	-9%	8	-2%	?	-3%	-2%	13%	-7	-2%
Brc1ccc(Cn2c(-c3ccc(Br)o3)nc3ccccc32)o1	-13%	-19	-10%	?	-1%	?	5%	0	0%
CC(=O)N1CCC(N(Cc2ccco2)C(=O)Nc2ccc(Br)cc2F)CC1	-11%	/	/	/	/	/	2%	-24	-16%
Cn1c(CNC(=O)c2ccco2)nnc1SCC(=O)Nc1ccccc1Cl	17%	-5	16%	-1%	-3%	-539%[inhibitor]	3%	-8	-1%
O=C(Nc1sc2c(c1C(=O)NCc1ccccc1)CCCC2)c1cc(=O)c2ccccc2o1	13%	/	/	/	/	/	3%	-8	1%
CCOC(=O)Cc1csc(NC(=S)NC(=O)c2cc(OC)c(OC)c(OC)c2)n1	?	20	-1%	6%	2%	-5%	-9%	0	?
CS(=O)(=O)Nc1ccccc1C(=O)NCc1ccccc1Cl	0%	-14	8%	0%	14%	-6%	-8%	-2	?
O=C(c1ccco1)N1CCN(S(=O)(=O)c2ccc(Br)cc2)CC1	-1%	-3	-1%	-5%	-2%	-14%	-3%	1	5%
CCOCCCNC(=O)CCc1nnc2ccc(N3CCCCC3)nn12	6%	5	11%	-3%	11%	-17%	-1%	-7	1%
CCN(c1ccccc1)S(=O)(=O)c1ccc(C(=O)N2CCCC(C(F)(F)F)C2)cc1 (stereo not given)	-10%	2	-8%	26%	-4%	?	4%	-23	?
Cc1ccc(S(=O)(=O)SC/C=C/CSS(=O)(=O)c2ccc(C)cc2)cc1	6%	19	4%	14%	?	?	-22%	-7	2%
CCc1nc(SCc2nc3ccccc3[nH]2)c2oc3ccccc3c2n1	-11%	-28	?	?	?	25%	-25%	23	3.3µM*
Cc1ccc(S(=O)(=O)N2CCN(C(=O)c3cccc(-n4cccc4)c3)CC2)cc1	2%	-8	-6%	-1%	-9%	?	16%	-7	?
CCOc1ccc(-c2nnc(SCC(=O)NCc3ccc(Cl)cc3)o2)cc1	1%	/	/	/	/	/	1%	-9	0%
O=C(Cc1coc(-c2ccc(F)cc2)n1)Nc1ccccc1	-5%	-3	-12%	18%	-6%	-6%	12%	-2	2%
O=C(NCC1(N2CCCCC2)CCCCC1)c1cccc(S(=O)(=O)Nc2ccccc2Cl)c1	17%	-22	1%	18%	1%	6%	-15%	-2	?
Cc1ccc(NC(=O)CCN2C(=O)c3ccncc3C2=O)cc1	1%	6	7%	1%	3%	-7%	-9%	4	?
O=C(N/N=C\c1cn[nH]c1-c1ccc(Cl)cc1)c1cccs1	2%	?	-12%	?	-15%	8%	-6%	-14	0%
CCOCCOC(=O)c1cccc2c1-c1ccccc1C2=O	-12%	-6	7%	8%	2%	-8%	-1%	2	4%
CN1C(=O)N(CC(=O)N2CCN(c3ccccc3F)CC2)C(=O)C12CCCCC2	19%	-6	6%	0%	-6%	-4%	-2%	4	17%
CCC1CCC/C1=N\NC(=O)CCC(=O)Nc1ccccc1Cl (stereo not given)	16%	0	-1%	8%	12%	-5%	-3%	-3	4%
Cc1cccc(NC(=O)CSc2nc3sc(C)cc3c(=O)n2C)c1	2%	-2	-5%	10%	-9%	10%	-3%	-14	2%
CCn1c(C(C)NC(=O)c2ccc(Cl)cc2)n[nH]c1=S (stereo not given)	6%	62	15%	3%	12%	-13%	15%	3	-13%
CCCCn1c(N)c(N(C(=O)CSc2nncn2-c2ccccc2C)C2CCCC2)c(=O)[nH]c1=O	-7%	-23	8%	0%	11%	10%	-21%	-6	0%
S=C(Nc1ccccc1)N1N=C(c2cccs2)CC1c1cccs1 (stereo not given)	-11%	-18	7%	-6%	4%	8%	1%[7.66 µM]	-2	-19%

Additional structures
SMILES	KB-3-1 cytotox	IL1B secr inh	HT1080 IDH1KD tx	MCF10A rereplic	HT1080-NT tox	SW480 rerep	HEK293 tox	DRD3 agonist	KB-V1 cytotox
Cc1ccc(NC(=O)C2CC(=O)N(Cc3ccco3)C2)cc1 (stereo not given)	6%	-12	-1%	2%	-5%	1%	-3%	4	4%
COc1ccc(CN2CC[C@H]3C=CC[C@@H](C(=O)NCCc4ccccc4)[C@H]3C2=O)cc1OC	1%&15%	0	4%	-3%	19%	-2%	-9%	5	?
CC1=NN(CCc2ccccn2)C(=O)CC1	6%	10	12%	-1%	22%	-8%	11%	0	?
CCOC(=O)c1ccc(NC(=O)CCc2c(C)nc3c(c(C)nn3C)c2C)cc1	24%	/	/	/	/	/	-19%	5	-28%
CN1OC[C@@H]2CN(S(=O)(=O)c3cccc4ccccc34)[C@H](c3ccc(-c4cccnc4)cc3)C[C@@H]21	8%	-19	-9%	/	-14%	/	-4%	1	27%
O=C(c1cccs1)N1CCN(c2ccc([N+](=O)[O-])cc2F)CC1	-2%	0	1%	8%	0%	-4%	1%	20	0%
CCOc1ccc(C(=O)OC(C)CN2CCCCC2)cc1 (stereo not given)	-11%	3	0%	-14%	-8%	-1%	-2%	-22	-16%
CC(NC(=O)c1ccc(Cn2cc([N+](=O)[O-])cn2)o1)c1ccccc1 (stereo not given)	-2%	0	7%	1%	-5%	3%	22%	3	-25%

Source: PubChem (National Center for Advancing Translational Sciences (NCATS))
